Compound activity: PubChem BioAssay, several laboratories
MEP2 TOR yeast = modulators of TOR pathway MEP2-GFP in S. cerevisiae; hit rate 0.51% among 330,000; GFP response vs DMSO, % at 10 µM; S. cerevisiae MEP2-GFP strain, flow cytometry GFP, 3 h; 100% = DMSO control level;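 active = GFP response versus DMSO above a set limit, roughly screen mean plus 3 SD, cut at about 180% in these data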;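 also: median GFP fluorescence of the barcode-gated MEP2-GFP cells per well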
GASC-1 inh = human JMJD2C demethylase inhibition; Q9H3R0; GST-JMJD2C(1-420) H3K9me3 demethylation, DELFIA europium; inhibition, % at 2.35 µM; hit rate 0.069% among 330,000;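 active = more than half of a compound's replicate wells show inhibition beyond 50%, single wells judged on their own value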;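 also: signal counts dimethyl H3K9 product captured on neutravidin plate; 0% = median of DMSO wells and 100% = 0.3 times that DMSO median; strong numbers were not always called active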
VLA-4 inh = inhibition in a human VLA-4 binding assay; P13612; VLA-4 expressing cells, ligand binding flow cytometry; inhibition, % (about 7 µM as worked out from the volumes in the protocol); hit rate 0.2% among 330,000; AID 2557; in the data active = inhibition above about 50%
CIT2-GFP yeast = yeast TOR pathway CIT2-GFP modulation; S. cerevisiae CIT2-GFP strain, flow cytometry, 3 h; 100 means same as DMSO wells; GFP response vs DMSO, % at 10 µM; hit rate 0.065% among 320,000;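 active = GFP response relative to DMSO above a set limit, near the screen mean plus 3 SD, cut at about 150% in these data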;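 also: ratio of well median GFP fluorescence to mean of DMSO wells on the plate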
RPL19A TOR yeast = alters RPL19A-GFP fluorescence in TOR pathway yeast screen; S. cerevisiae RPL19A-GFP strain, flow cytometry, 3 h; hits give low values; percent response vs DMSO, % at 10 µM; hit rate 0.3% among 330,000;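 active = percent response vs DMSO below 50%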;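 also: median channel GFP fluorescence of the barcoded RPL19A-GFP strain; ratio of sample median GFP to plate DMSO average so 100% = DMSO; lower means less RPL19A-GFP as with rapamycin TOR inhibition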
GRK2 aptamer HTS = blocks RNA aptamer binding to human GRK2; inhibition of aptamer binding, % at 10 µM; hit rate 0.59% among 330,000; P25098; AID 488847; bead flow cytometry, FAM-aptamer displacement from GRK2;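 active = inhibition of aptamer binding above 40%, roughly 3 SD of noise, on plates passing a quality check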;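 also: median bead fluorescence of bound FAM aptamer so fluorescent compounds give negative values; no value below 0 was filed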
Target sequence (P25098 whole entry, looked up): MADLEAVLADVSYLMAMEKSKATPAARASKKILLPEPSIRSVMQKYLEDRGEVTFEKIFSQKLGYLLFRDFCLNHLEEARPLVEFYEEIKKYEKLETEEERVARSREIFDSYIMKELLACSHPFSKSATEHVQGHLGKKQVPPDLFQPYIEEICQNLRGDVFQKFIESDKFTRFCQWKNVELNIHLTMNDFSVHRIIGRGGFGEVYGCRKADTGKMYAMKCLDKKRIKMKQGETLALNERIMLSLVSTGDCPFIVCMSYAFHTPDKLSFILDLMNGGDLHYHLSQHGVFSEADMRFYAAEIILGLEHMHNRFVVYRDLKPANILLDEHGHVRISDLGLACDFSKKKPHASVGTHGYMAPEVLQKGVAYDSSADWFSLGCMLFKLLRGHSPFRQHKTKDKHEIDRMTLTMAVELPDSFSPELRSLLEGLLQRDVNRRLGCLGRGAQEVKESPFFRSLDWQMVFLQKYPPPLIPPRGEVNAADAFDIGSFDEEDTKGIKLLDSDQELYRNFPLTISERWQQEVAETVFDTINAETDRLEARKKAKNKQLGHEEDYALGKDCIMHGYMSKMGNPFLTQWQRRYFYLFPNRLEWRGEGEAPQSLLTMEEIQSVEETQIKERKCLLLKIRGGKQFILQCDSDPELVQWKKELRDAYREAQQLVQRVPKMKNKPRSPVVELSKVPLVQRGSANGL
LAP4 TOR yeast = modulators of TOR pathway LAP4-GFP in S. cerevisiae; S. cerevisiae LAP4-GFP multiplex, flow cytometry GFP, 3 h; median GFP as percent of DMSO wells; GFP response vs DMSO, % at 10 µM; hit rate 0.34% among 320,000; AID 2023;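 active = GFP response vs DMSO above a set limit, about the screen mean plus 3 SD, cut at about 150% in these data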
AGP1-GFP MLPCN = alters AGP1-GFP fluorescence in TOR pathway yeast screen; S. cerevisiae AGP1-GFP multiplex flow cytometry, 3 h; GFP as percent of DMSO wells; GFP response vs DMSO, % at 10 µM; hit rate 0.02% among 320,000;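 active = GFP response relative to DMSO above a set limit, near screen average plus 3 SD, cut at about 150% in these data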;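 also: median GFP channel fluorescence of the gated AGP1 strain per well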
* marks the source's active call; other numbers are inactive results; / = not tested or not shown; & = joins results of further samples.

structure	GRK2 aptamer HTS	GASC-1 inh	RPL19A TOR yeast	AGP1-GFP MLPCN	MEP2 TOR yeast	VLA-4 inh	LAP4 TOR yeast	CIT2-GFP yeast
CSCCC(NC(=O)c1cc([N+](=O)[O-])cc([N+](=O)[O-])c1)c1nc2ccccc2[nH]1 (centres undefined)	0	0	100	104	103	-9	96	102
Cc1cc(C(=O)OCC(=O)Nc2ccc(F)cc2)c(C)o1	1	/	95	84	86	1	97	80
OC(COCCC12CC3CC(CC(C3)C1)C2)CN1CCCCC1 (centres undefined)	0	-1	100	96	94	1	92	97
CC(Sc1ccc(Cl)cc1)C(=O)NNC(=O)c1ccco1 (centres undefined)	0	-2	98	101	108	7	101	95
CCn1cc(S(=O)(=O)CC(=O)Nc2cccc(C)c2)c2ccccc21	3	-7&-3	97	99	101	17	102	98
OC(c1nc2ccccc2[nH]1)C(O)C(O)C(O)c1nc2ccccc2[nH]1 (centres undefined)	2	-6	93	99	91	-3	100	106
COC(=O)c1cccc(NC(=O)c2cnn(C)c2)c1	0	-3	100	109	96	-5	111	99
CCOC(=O)c1ccc(NC(=S)N2CCCC2c2ccc(OC)c(OC)c2)cc1 (centres undefined)	3	-4	96	98	84	8	104	104
CCOC(=O)C1=C(c2ccccc2)OC(N)=C(C#N)C1C1CCCCC1 (centres undefined)	0	3	101	102	101	10	104	105
CC1=C(OC(=O)c2ccc(Br)cc2)C(C)(C)C(c2ccccc2)OC1=O (centres undefined)	5	6	98	107	98	1	100	99
CC1(OC(=O)C2CCCC2)C(=O)C=C2C=C(c3ccsc3)N(CCc3ccccn3)C=C2C1=O (centres undefined)	0	5	99	94	104	13	93	92
CNc1nc(Cl)c(SC)c(NC2CCCCC2)n1	6	-2	101	97	95	4	91	97
COc1cccc(NC(=O)CN2C(=O)NC(C)(c3ccc(C)cc3)C2=O)c1 (centres undefined)	0	-1	97	97	102	10	90	104
COc1ccc(-c2csc(NC(=O)Cc3ccccc3)n2)cc1OC	0	7	95	98	89	-3	96	105
C/C(N)=C(/C#N)C(=O)COC(=O)CNS(=O)(=O)c1ccc(F)c(F)c1F	0	8	97	100	94	-2	98	97
COc1cc(/C=C2\SC(=S)N(NC(=O)c3ccccc3OC)C2=O)ccc1O	6	-4	106	101	106	-93	91	103
C/C(Cc1ccccc1)=N\NC(=O)CNC(=O)c1ccccc1O	1	2	104	107	102	5	103	111
CC(=O)Nc1ccc(S(=O)(=O)NC(C)C(=O)NCCc2ccc(F)cc2)cc1 (centres undefined)	1	-3	99	103	101	10	102	92
CC(=O)c1ccc(N2CCN(c3ccccc3O)CC2)c([N+](=O)[O-])c1	0	20	102	96	106	1	99	100
CCN(CC)C(=O)Cn1cc(C(=O)C(=O)N2CC=C(c3ccccc3)CC2)c2ccccc21	0	/	106	96	97	5	101	109
O=C(O)/C=C\C(=O)Nc1ccc(OC(F)F)cc1	1	-14	98	105	97	-45	105	97
O=C(CN1CCC(NC(=O)c2ccccc2F)CC1)Nc1ccc2c(c1)OCO2	0	1	103	109	104	-5	96	103
CC(CCc1ccccc1)NC(=O)CSc1ccccn1 (centres undefined)	1	-11	99	100	102	9	92	100
CCOc1cc(/C=N/NC(N)=O)ccc1OC(=O)c1ccc(C)cc1	3	36	98	101	98	8	99	101
CCn1cc(C(=O)O)c(=O)c2cc(F)c(N3CCN(C(=O)Nc4ccccc4)CC3)cc21	0	18	90	96	94	-6	88	90
CCOC(=O)c1c(NC(=O)CSc2nc3ccc(C)cc3[nH]2)sc2c1CC(C)(C)NC2(C)C	0	0	88	99	97	-27	112	79
Cc1cccc(C)c1NC(=O)c1ccc(-n2cncn2)nc1	3	1	95	101	97	2	106	95
CC(=O)N1C(C(=O)O)CSC1c1ccc(C)cc1 (centres undefined)	2	6	101	107	107	-6	105	102
O=C(N/N=C/c1c(F)cccc1Cl)C1CC1	1	111	100	98	108	1	102	95
COc1ccc(N(C)C(=O)CC2(CC(=O)O)CCCCC2)cc1	0	-5	85	66	102	-2	84	97
COC(=O)c1cccc(C23CC4(C2)[C@H](CN(Cc2ccc(-c5ccccc5)cc2)[C@@H]4c2ccccc2)C3c2ccccc2)c1 (some centres undefined)	5	9	106	96	98	29	140	107
CCC(Cc1ccccc1)NC(=O)C1CCCCC1 (centres undefined)	0	5	106	103	103	-4	87	104
Clc1ccc(-c2nnc(CSc3nnc(-c4cccs4)n3Cc3ccccc3)o2)cc1	2	-1	102	93	107	-7	95	100
NNC(=O)Nc1cccc(C(F)(F)F)c1	5	-13	99	104	110	-3	107	106
O=C(C1CCC1)N1CCN(S(=O)(=O)c2ccc([N+](=O)[O-])cc2)CC1	1	7	101	100	100	6	99	89
CCOC(=O)N1CCN(C(=O)CSc2nnc(-c3cccs3)o2)CC1	0	18	101	104	101	12	105	110
CCOn1c(=O)c(=O)n(OCc2ccccc2)c2ccccc21	0	2	100	99	97	18	101	105
CCCOc1ccc(N2C(=O)CC(N(Cc3ccccc3)N=O)C2=O)cc1 (centres undefined)	1	-2	95	101	93	-2	111	94
Cc1ccc(Cc2c(C)[nH]c(=S)[nH]c2=O)cc1	1	14	93	101	87	31	90	92
COc1ccccc1NC(=O)c1ccc2[nH]c(C)c(C)c2c1	4	7	104	86	108	12	111	103

One compound at a time, as listed above.
Results for `O=C(N/N=C/c1c(F)cccc1Cl)C1CC1` = GRK2 aptamer HTS: 1; GASC-1 inh: 111; RPL19A TOR yeast: 100; AGP1-GFP MLPCN: 98; MEP2 TOR yeast: 108; VLA-4 inh: 1; LAP4 TOR yeast: 102; CIT2-GFP yeast: 95
Results for `CC(CCc1ccccc1)NC(=O)CSc1ccccn1` (centres undefined) = GRK2 aptamer HTS: 1; GASC-1 inh: -11; RPL19A TOR yeast: 99; AGP1-GFP MLPCN: 100; MEP2 TOR yeast: 102; VLA-4 inh: 9; LAP4 TOR yeast: 92; CIT2-GFP yeast: 100

Later entries
structure	GRK2 aptamer HTS	GASC-1 inh	RPL19A TOR yeast	AGP1-GFP MLPCN	MEP2 TOR yeast	VLA-4 inh	LAP4 TOR yeast	CIT2-GFP yeast
COc1ccc2c(C)nc(Nc3nc(C)cc(C)n3)nc2c1	0	36	102	104	105	-4	98	109
Cc1nnsc1S(=O)(=O)Cc1ccccc1Cl	0	0	100	102	103	-4	106	93
Cc1ccc(NC(=O)c2ccc3c(c2)C(=O)N(CC2CCCO2)C3=O)cc1C (centres undefined)	0	23	98	102	100	-2	102	98
O=C(CSc1ccccc1)NC1=NCCS1	0	6	105	115	112	7	118	110
O=C(Nc1ccc2nc3n(c(=O)c2c1)CCCC3)c1ccccc1F	1	-3	105	108	103	2	97	108
COCCn1c(C)cc(/C=C2/SC(=O)N(C(C)C(=O)OC)C2=O)c1C (centres undefined)	0	2	99	109	99	2	116	106
CCc1ccc(/C(C)=N/Nc2cc(Cl)nc(C)n2)cc1	1	7	94	92	91	-2	93	96
CCc1nc(SCc2ccc(Br)cc2)n[nH]1	1	7	102	96	104	-1	94	101
CC(C)c1c(C(=O)N/N=C/c2cccs2)nnn1-c1nonc1N	3	13	103	103	111	-3	110	107
Cc1ccc(S(=O)(=O)Nc2ccc3ncccc3c2)cc1	0	/	101	104	103	35	97	93
COc1cc(/C=C/C(=O)OCC(=O)N2CCCCCC2)ccc1OCC#N	0	-7	98	104	98	26	102	103
CCc1ccccc1N1C(=O)[C@@H]2Cc3ccccc3CN2C1=O	0	11	97	99	97	28	99	101
OCCN1CCN(C(=S)Nc2ccccc2)CC1	0	20	101	92	99	15	91	99
CC(C)CC1(C)NC(=O)N(CC(=O)N2C(C)CCCC2C)C1=O (centres undefined)	0	/	98	99	101	0	100	98
CC(OC(=O)CCc1nc2ccccc2c(=O)[nH]1)C(=O)c1ccc(C(C)(C)C)cc1 (centres undefined)	2	-6	101	95	102	10	94	89
Cc1cc(C)nc(/N=C(\N)Nc2ccc(OCCC(C)C)cc2)n1	0	-10	99	94	94	16	83	96
Cc1csc(NC(=O)c2ccc(Cl)cc2[N+](=O)[O-])n1	0	-2	91	91	95	-3	91	86
COc1cc2c(cc1NC(=O)CSc1nnc(Cc3cccs3)n1C)oc1ccccc12	1	31&2	88	/	84	-5	92	86
CN(c1ccc(O)cc1)c1nc(-c2cccs2)cs1	1	-19	96	88	92	27	127	74
Cc1ccc(CN(C)C(=O)c2cccc(S(=O)(=O)N3CCCC3)c2)o1	0	0	100	102	103	-1	92	109
Cc1ccccc1N1CC(C(=O)Nc2ccc(S(=O)(=O)N3CCOCC3)cc2)CC1=O (centres undefined)	0	4	105	103	103	7	106	109
COc1ccc(OC)c(/C=N/NC(=O)C(=O)N2CCCC2)c1	0	2	99	103	99	4	93	102
O=C(NC(Cc1c[nH]c2ccccc12)c1nnc2n1CCCCC2)c1ccccc1Cl (centres undefined)	3	-4	103	104	107	2	110	107
CC12CCC(=O)N1C(C(=O)NNC(=O)c1ccc(F)cc1)CS2 (centres undefined)	0	-1	98	96	101	15	90	93
CCSc1nnc2c3cc(CC)ccc3n(C)c2n1	0	-7	101	88	107	6	97	104
COc1cc(NC(=O)COC(=O)CCc2cc(OC)c(OC)c(OC)c2)cc(OC)c1	1	4	99	96	98	11	104	95
COc1ccc(-c2cc(=O)oc3cc(OC(C)C(=O)O)ccc23)cc1 (centres undefined)	0	5	105	104	110	3	113	102
CCN(CCCNC(=O)CCNC(=O)Cn1cnc2ccccc2c1=O)c1cccc(C)c1	2	-2	92	100	96	4	93	98
CC(=O)Nc1ccc(NC(=S)Nc2ccc(F)cc2)cc1	7	15	111	106	109	7	89	108
CCc1ccccc1NC(=O)N1C2CCCC1CC(NC(C)=O)C2 (centres undefined)	1	8	101	103	99	6	98	94
CCOCCCNC(=O)c1c(N)n(-c2ccc3c(c2)OCO3)c2nc3ccccc3nc12	2	-2	97	101	94	-4	108	95
Cc1nnc2n(-c3ccccc3)c(=O)c3ccccc3n12	/	-2	103	109	101	11	107	100
O=C(c1ccccc1NS(=O)(=O)c1ccc(F)cc1)N1CCOCC1	0	4	107	99	103	-18	75	108
Fc1ccc(-c2ncc3ccccn23)cc1	3	5	102	101	95	2	92	96
CCC(=O)Oc1ccc(NC(=O)CSCc2ccccc2)cc1	6	-5	97	100	102	4	93	102
COc1ccc(CCNC(=O)c2cccc(S(=O)(=O)N3CCCCC3)c2)cc1	0	5	96	95	96	1	99	93
Cc1ccc(CNC(=O)c2ccc(Cl)c(S(N)(=O)=O)c2)n1C	3	3	101	103	105	9	99	103
O=C(NCCc1ccccc1)C(=O)NCC1OCCCN1S(=O)(=O)c1ccc(F)cc1 (centres undefined)	4	-7	93	107	94	10	105	100
COc1ccc(S(=O)(=O)N(C)CC(=O)NCc2ccc3c(c2)OCO3)cc1	0	13	108	99	105	-7	98	114
NS(=O)(=O)c1cccc(NS(=O)(=O)c2cccc(C(F)(F)F)c2)c1	1	9	86	70	112	5	103	94
CCOC(=O)c1c(NC(=O)CN2C(=O)C(=O)N(CC(C)C)C2=O)sc(C)c1CC	1	33	98	108	96	-1	99	81
CC(=O)c1cccc(CN2CCCC(N3CCN(c4ccccc4F)CC3)C2)c1 (centres undefined)	1	14	95	94	104	7	91	100
Cc1ccc(NC(=O)NNC(=O)c2cccs2)cc1	4	-2	96	95	100	16	99	95
OCC1(Cc2cccc(Cl)c2)CCCN(Cc2sc(N3CCCC3)nc2Cl)C1 (centres undefined)	0	-7	106	102	111	-4	93	100
COc1ccccc1CNS(=O)(=O)c1ccc2c(c1)CC(=O)N2C	0	-11	99	99	96	19	92	97
